STK33 inh: human STK33 kinase inhibition | purified STK33, MBP phosphorylation, ADP-Glo luminescence | inhibition, % at 10 µM | hit rate 0.073% among 320,000 | Q9BYT3;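 active = inhibition at or above 25%, using the most active replicate where run in duplicate; inactive = inhibition below 25%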
Target sequence (Q9BYT3 whole entry, looked up): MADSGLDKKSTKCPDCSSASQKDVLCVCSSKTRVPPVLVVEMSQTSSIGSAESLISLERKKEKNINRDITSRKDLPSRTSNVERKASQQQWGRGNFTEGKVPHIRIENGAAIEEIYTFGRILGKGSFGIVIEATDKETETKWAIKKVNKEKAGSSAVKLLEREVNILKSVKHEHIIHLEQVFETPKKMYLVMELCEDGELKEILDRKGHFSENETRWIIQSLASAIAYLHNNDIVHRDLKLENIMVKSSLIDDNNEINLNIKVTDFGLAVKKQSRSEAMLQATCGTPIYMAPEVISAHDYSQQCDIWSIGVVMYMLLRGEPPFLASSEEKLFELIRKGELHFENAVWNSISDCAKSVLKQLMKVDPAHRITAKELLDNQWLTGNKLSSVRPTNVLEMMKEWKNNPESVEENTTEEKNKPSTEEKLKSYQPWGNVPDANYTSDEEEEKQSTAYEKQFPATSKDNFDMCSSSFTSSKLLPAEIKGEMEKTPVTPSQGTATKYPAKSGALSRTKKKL
OX1R antag: OX1R (human) antagonism; inhibition, % at 6.6 µM; OX1R-expressing cells, FRET antagonist read-out; AID 485270; hit rate 1.8% among 330,000; O43613; in the data active = inhibition mostly above about 38%, no sharp cut-off; inactive = mostly below about 40%;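 also: 0% = agonist challenge alone and 100% = reference antagonist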
Target sequence (O43613 whole entry, looked up): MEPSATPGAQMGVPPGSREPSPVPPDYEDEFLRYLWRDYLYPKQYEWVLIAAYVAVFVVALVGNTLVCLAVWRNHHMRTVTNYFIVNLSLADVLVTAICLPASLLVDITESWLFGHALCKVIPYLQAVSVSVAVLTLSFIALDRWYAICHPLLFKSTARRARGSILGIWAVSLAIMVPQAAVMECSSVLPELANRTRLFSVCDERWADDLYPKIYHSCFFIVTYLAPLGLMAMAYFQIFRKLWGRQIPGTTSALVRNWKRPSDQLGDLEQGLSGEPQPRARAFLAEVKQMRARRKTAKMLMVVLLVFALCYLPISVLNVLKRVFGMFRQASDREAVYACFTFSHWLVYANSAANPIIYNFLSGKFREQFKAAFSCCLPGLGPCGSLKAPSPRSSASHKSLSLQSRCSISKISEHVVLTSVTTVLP
KCNQ2 inh: KCNQ2 potassium channel inhibitors, primary screen, cell-based, CHO-K1, FluxOR thallium flux, B-score (AID 2156); O88943; 20 min; active compounds read low; B-score at 10 µM; hit rate 1.1% among 310,000;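 active = fluorescence ratio B-score at most minus 3 library SDs, with starting brightness B-score within 2 library SDs, cut at about -5.5 in these data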
Starred values were filed as active, the others as inactive; i = inactive; · = not tested or not shown; & = joins results of further samples. Compounds as they come; any-hit rate near 2.7%.

The first two compounds, to show the layout:
| smiles | STK33 inh | OX1R antag | KCNQ2 inh |
| --- | --- | --- | --- |
| Nc1nc(SCC(=O)Nc2cc(S(=O)(=O)N3CCOCC3)ccc2Cl)n[nH]1 | -0.1 | 36 | i |
| CCN(CC)C(=O)c1cn(C)c(=O)c2cc(OC)c(OC)cc12 | 0.9 | 7 | i |

Results, repeating the preview:
| smiles | STK33 inh | OX1R antag | KCNQ2 inh |
| --- | --- | --- | --- |
| Nc1nc(SCC(=O)Nc2cc(S(=O)(=O)N3CCOCC3)ccc2Cl)n[nH]1 | -0.1 | 36 | i |
| CCN(CC)C(=O)c1cn(C)c(=O)c2cc(OC)c(OC)cc12 | 0.9 | 7 | i |
| O=C(COC(=O)c1cccc([N+](=O)[O-])c1)Nc1ncc(Br)s1 | 0.3 | 10 | · |
| CCOC(=O)c1c(S(=O)(=O)NCC(=O)Nc2cccc(F)c2)c(C)n(C)c1C | -1.6 | 33 | i |
| CCCCN1C(=O)C(NC(=O)C2CC2)(C(F)(F)F)C2=C1CC(C)(C)CC2=O (stereo not drawn) | 2.2 | 10 | i |
| S=C1NC(c2ccccc2)=NCN1c1ccc(Br)cc1 | -0.5 | 4 | i |
| Cc1onc(-c2ccccc2)c1C(=O)N1CCN(S(=O)(=O)c2ccc(Cl)cc2)CC1 | 0.3 | 20 | i |
| CC(Sc1nnc(-c2ccco2)o1)C(=O)Nc1ccc(OC(F)F)cc1 (stereo not drawn) | -0.6 | 10 | · |
| O=C(Nc1cccc(Cl)c1)c1cccnn1 | 0.5 | 12 | i |
| CC(=O)C1=C(C)Nc2ncnn2C1c1ccc(Cl)cc1Cl (stereo not drawn) | -0.2 | -3 | i |
| COC(=O)c1ccccc1NC(=O)CSc1nnc(-c2ccoc2C)n1C | -2.2 | 15 | i |
| O=C(NCC(c1ccco1)N1CCCC1)c1cccc(S(=O)(=O)N2CCOCC2)c1 (stereo not drawn) | -0.7 | -2 | · |
| COc1ccccc1C(=O)NCCCN1CCCC1=O | 1.2 | -3 | i |
| Cc1cc(C)c(-c2cc(NC(=O)CSc3n[nH]c(N)n3)n(-c3ccccc3)n2)cc1C | 0.1 | 26 | -6.9* |
| C#CC(C)(C)NC(=S)NC1CC2C=CC1C2 (stereo not drawn) | -0.3 | 36 | i |
| COc1cc(NC(=O)c2ccco2)ccc1NC(=O)C(C)C | 0.3 | 10 | i |
| COC(=O)C(NC(=O)c1cccnc1Cl)C(C)C (stereo not drawn) | 1.1 | 13 | i |
| Cc1ccc(-c2nn(CCC(=O)NC(C)C)c(=O)c3ccccc23)cc1 | -0.2 | -1 | i |
| O=C(NCc1csc(-c2cccs2)n1)Nc1cccc(Cl)c1 | -3.1 | 18 | i |
| O=C(N/N=C/c1ccco1)c1cc(C2CC2)[nH]n1 | 3.8 | 2 | i |
| O=S(=O)(NC1CCCCC1Oc1ccccc1)c1ccc(Cl)cc1 (stereo not drawn) | -0.4 | 29 | i |
| COc1ccc(-c2ccc3oc(-c4ccsc4)cc3c2)cc1 | -2.6 | 18 | i |
| Nc1cc(-c2ccc(Br)cc2)nc2cc(-c3ccccc3)nn12 | -3.4 | 35 | i |
| C=CCn1cnc2c(c1=O)c1nc3ccccc3nc1n2/N=C/c1cccc(OC)c1OC | -0.7 | 11 | · |
| O=C(O)c1ccccc1C(=O)NC1CCCc2ccccc21 (stereo not drawn) | -0.5 | 1 | i |
| O=C(c1oc(=O)c2ccccc2c1-c1ccccc1)N1CCN(C2CCCCC2)CC1 | 0.5 | 12 | i |
| Cc1ccccc1NC(=S)c1ccc2ccccc2n1 | -2.0 | 6 | i |
| CC(C)C[C@H](NC(=O)c1[nH]cnc1C(=O)N[C@@H](C)C(=O)OCc1ccccc1)C(=O)OC(C)(C)C | -2.0 | 24 | i |
| O=C(CCN1C(=O)COc2ccccc21)NCCN1CCc2ccccc2C1 | 0.3 | 15 | i |
| NC(=O)c1cc(Cc2ccccc2)sc1NC(=O)c1ccco1 | -0.3 | 26 | i |
| COc1ccc(CNC(=O)COC(=O)CCC(=O)c2cccs2)cc1 | -0.6 | 3 | i |
| Cc1ccc(-c2nnc(SCC#CCOC(=O)c3cccs3)o2)cc1 | -2.4 | 31 | i |
| Cc1noc(C)c1CSCC(=O)Nc1nc2ccc(S(C)(=O)=O)cc2s1 | 0.0 | 4 | i |
| COc1ccc(-n2ncc(N(C)n3cccc3)c(Cl)c2=O)cc1 | -1.0 | 42 | i |
| CNC(=O)/C(C#N)=C\c1ccc(CNS(=O)(=O)c2ccccc2)o1 | 2.8 | 52 | i |
| Cc1ccccc1NC(=O)COC(=O)CN1C(=O)NC(C)(C)C1=O | -0.6 | 26 | i |
| COc1ccc(OC)c(CC(=O)NC(c2ccccc2)c2ccccc2)c1 | -1.0 | 9 | i |
| COc1cc(NC(=O)c2cccs2)ccc1NC(=O)c1cc2ccccc2o1 | -1.2 | 9 | i |
| CCN(CC)CCNC(=O)CNC(=O)c1nn(-c2ccc(OC)c(OC)c2)c(=O)c2ccccc12 | 1.3 | 11 | i |
| COc1ccc(NC(=O)Nc2ccc(F)c(Cl)c2)cc1 | -2.7 | 20 | i |
| CCCNC(=O)C1CCN(c2nc(C)cc(C)n2)CC1 | -0.9 | 6 | i |
| Cc1c(S(=O)(=O)Nc2ccc3c(c2)OCCO3)cnn1C | 1.0 | 14 | i |
| COc1ccc(NC(=S)Nc2ccccc2)cc1 | -0.3&-3.1 | -5&4 | i |
| O=C(c1ccccc1NS(=O)(=O)c1cccs1)N1CCCC1 | -0.9 | 6 | i |
| COc1cccc(C(=O)Nc2ccc(NC(C)=O)cc2)c1 | -0.4 | 3 | i |
| CC(=O)Cc1nsc(NC(=O)c2c(-c3ccccc3Cl)noc2C)n1 | 1.4 | 17 | i |
| O=C(NCC(=O)N1CC=C(c2ccccc2)CC1)c1ccc(OC(F)F)cc1 | -2.3 | 7 | · |
| Cc1ccccc1C(=O)c1ccc2c(c1)n(C)c(=O)n2C | -1.0 | 10 | i |
| CCOc1cc(CNn2cnnc2)cc(Cl)c1OCC(=O)NC(C)(C)C | -2.7 | 31 | i |
| Cc1ccc(NC(=O)C2CCCN(S(=O)(=O)c3cccc4cccnc34)C2)cc1 (stereo not drawn) | 0.0 | 23 | i |
| O=C(CN1C(=O)S/C(=C\c2ccc(F)cc2)C1=O)NC1C=CS(=O)(=O)C1 (stereo not drawn) | 0.2 | 30 | i |
| Cc1ccc(NC(=O)COc2cccnc2[N+](=O)[O-])cc1S(=O)(=O)N1CCCCC1 | -0.3 | 8 | i |
| CC(C)c1ccc(NC2CCCN(C(=O)CCn3cnnn3)C2)cc1 (stereo not drawn) | 1.1 | 16 | i |
| COc1ccc(OC)c2c1cc(C(=O)N[C@H](C(=O)N1CCC[C@H]1C(=O)O)C(C)C)n2C | 0.7 | 24 | i |
| COc1ccccc1OCC(=O)N1CCC2(CC1)CC(=O)c1ccccc1O2 | -1.7 | 26 | i |
| Cc1cc(C(=O)N2CCCC(CNS(=O)(=O)c3cccs3)C2)nn1C (stereo not drawn) | -1.0 | 9 | i |
| COc1ccc(CCC(C)NCc2ccccc2OC)cc1 (stereo not drawn) | -0.8 | 4 | i |
| CCSC(=Nc1ccccc1)Nc1ccccc1 | 0.7 | 19 | i |
| O=C(NNC(=O)C1CC=CCC1)c1ccccc1O (stereo not drawn) | -0.7 | 8 | i |
| CCCCn1nnnc1NCc1cc(OC)c(OC)cc1OC | -0.2 | 4 | i |

For convenience, 2 of the compounds above:
| smiles | STK33 inh | OX1R antag | KCNQ2 inh |
| --- | --- | --- | --- |
| O=C(NNC(=O)C1CC=CCC1)c1ccccc1O (stereo not drawn) | -0.7 | 8 | i |
| CCCCn1nnnc1NCc1cc(OC)c(OC)cc1OC | -0.2 | 4 | i |

The results go on.
| smiles | STK33 inh | OX1R antag | KCNQ2 inh |
| --- | --- | --- | --- |
| CCOC(=O)N1CCC(NC(=O)c2ccc(CO)c(C(=O)NC3CCN(C(=O)OCC)CC3)c2)CC1 | -0.8 | 5 | i |
| O=C(COC(=O)c1ccc(Br)o1)NC1CCCCC1 | -0.9 | 25 | i |
| CCn1ncc(/C=N/NS(=O)(=O)c2ccc(Cl)cc2)c1C | 0.1 | 21 | i |
| COc1cccc(OCc2nc3ccccc3c(=O)n2N)c1 | 0.3 | 13 | i |
| O=C(COC(=O)c1cc(S(=O)(=O)N2CCOCC2)ccc1Cl)NCCc1ccccc1 | 0.0 | 11 | · |
| NC(=O)CC(NC(=O)Cc1ccc(Cl)cc1)c1ccc(NCCCN2CCCC2=O)c([N+](=O)[O-])c1 (stereo not drawn) | 0.8 | 39 | i |
| CCc1cc(C(=O)N2CCCC(C(=O)c3ccc(Oc4ccccc4)cc3)C2)n(C)n1 (stereo not drawn) | -0.7 | 12 | i |
| O=C(NCCC(=O)N1CCNC1=O)OCc1ccccc1 | -1.4 | 14 | i |
| O=S(=O)(NCCc1ccccc1)c1ccc(-n2cnnn2)cc1 | -0.7 | 13 | i |
| Cn1c(=O)c2c([nH]c(=S)n2CCCc2ccccc2)n(C)c1=O | 0.4 | -2 | i |
| Cc1nn(-c2ccccc2)c2nc(-c3cccs3)cc(C(=O)NN)c12 | -1.0 | 30 | i |
| C=C1CCN([C@@H](CC(C)C)C(=O)NCCCc2ccccc2)S(=O)(=O)c2ccccc21 | -2.0 | 45 | i |
| CCCCCn1c(=S)[nH]c2cc(C(=O)N3CCN(C(=O)OCC)CC3)ccc2c1=O | -1.6 | -1 | i |
| COc1ccc(CCNC(=O)COC(=O)c2ccc(C)s2)cc1OC | -0.7 | 7 | · |
| O=C(NCCC1=CCCCC1)C1CCC(CNc2nc(=S)[nH]c3ccccc23)CC1 (stereo not drawn) | -1.1 | 13 | i |
| Cc1cc(NC(=O)CSc2ncnc3sc(C)c(C)c23)no1 | 0.0 | -1 | i |
| Cc1cc(OCC(=O)NCC(c2ccc(F)cc2)N2CCOCC2)ccc1Cl (stereo not drawn) | -0.4 | 18 | · |
| COc1ccc(-c2cnn(-c3ccccc3)c2N)cc1OC | -0.3 | 17 | i |
| CCOC(=O)C1=C(C)NC(=O)NC1c1ccc(Br)o1 (stereo not drawn) | -2.7 | 10 | i |
| COc1ccc(NC(=O)C2C(c3ccccc3)C2(Cl)Cl)cc1 (stereo not drawn) | 1.6 | 15 | i |
| COc1cc(/C=N/NC(=O)c2cc3c(ccc4ccccc43)o2)cc(OC)c1O | 1.0 | 53* | i |
| C=CCn1c2ccccc2c2nnc(SCCN3CCCCC3)nc21 | 0.2 | 13 | i |
| O=C(NCC(c1cccs1)N1CCOCC1)c1cc(-c2ccccn2)nc2ccccc12 (stereo not drawn) | -2.0 | 10 | i |
| Cc1ccnc(NC(=O)CN(C)S(=O)(=O)c2cccc3nsnc23)c1 | 0.6 | 55 | i |
| COc1ccc(CCNC(=O)COc2ccc3c(C)cc(=O)oc3c2)cc1OC | -2.1 | 26 | i |
| COc1cccc(C(c2nnnn2Cc2ccccc2)N2CCN(C(=O)c3ccco3)CC2)c1OC (stereo not drawn) | -0.9 | 28 | i |
| Cc1c(Cl)cccc1NS(=O)(=O)c1cn(C)c(=O)n(C)c1=O | -1.6 | 10 | i |
| COc1ccc([N+](=O)[O-])cc1NC(=S)NC(C)=O | -1.5 | 12 | i |
| Cc1ccc(/C=N/n2c(-c3cccnc3)n[nH]c2=S)o1 | 0.0 | 31 | i |
| C/C(=N\NC(=O)CNc1cccc(Cl)c1C)c1cccs1 | -1.8 | -3 | i |
| CNC(=O)CN1C(=O)COc2ccc(S(=O)(=O)N3CCCCCC3)cc21 | -2.1 | 10 | i |
| CC1CCCCN1C(=S)Nc1ccc2nc3n(c(=O)c2c1)CCCCC3 (stereo not drawn) | 3.5 | 30 | i |
| COc1ccc(C(C)=O)c(OC(=O)c2ccco2)c1 | 1.0 | 0 | i |
| CN1C(CC(=O)c2ccccc2)CCCC1CC(O)c1ccccc1 (stereo not drawn) | -1.7 | 8 | i |
| COc1ccc(/C=C/C(=O)NCCCc2ccccc2)cc1OC | 0.4 | 16 | i |
| O=C1CCC([N+](=O)[O-])C(c2ccccc2Br)N1 (stereo not drawn) | 0.1 | -7 | i |
| CCOc1ccc(CCNC(=O)CN2C(=O)NC3(CCCCC3)C2=O)cc1OCC | -1.1 | 22 | i |
| Nc1nonc1-c1noc(CCCCCN2C(=O)c3ccccc3C2=O)n1 | -1.4 | 24 | · |
| CS(=O)(=O)c1ccccc1COC(=O)Nc1ccc(Cl)cc1 | -0.4 | 18 | i |
| O=C(CSc1nc2ccc([N+](=O)[O-])cc2s1)NC1CCS(=O)(=O)C1 (stereo not drawn) | -0.8 | 47 | i |
| COc1ccccc1NC(=O)COC(=O)CNC(=O)C1CCCCC1 | 1.0 | 5 | · |
| O=S(=O)(c1ccc(Cl)cc1)c1nc(-c2ccco2)oc1N1CCCCC1 | -0.2 | 2 | i |
| Cn1c(C(=O)NN)cc2cc(OCc3ccccc3)ccc21 | -1.4 | 6 | i |
| O=C(COC(=O)c1ccc(Br)o1)Nc1ccc2c(c1)OCCO2 | -0.5 | 4 | · |
| COC(=O)c1sc2ccccc2c1NC(=O)c1coc2ccccc2c1=O | -1.7 | 12 | i |
| Cc1ccc(NC(=O)CCNC(=O)c2ccc(Br)cc2)cc1S(=O)(=O)N1CCOCC1 | · | 19 | i |
| COc1cc(/C=N/NC(N)=O)ccc1OCC(=O)Nc1cc(C)c(C)cc1Br | · | 12 | i |
| CCOC(=O)CSc1nnc(CNC(=O)c2cccs2)n1-c1cc(C)ccc1C | -1.4 | 11 | · |
| CC(=O)Nc1ccc(S(=O)(=O)NC2=NCN(C)CN2)cc1 | 0.4 | 5 | i |
| COc1ccc(C(=O)CN2CC(C)SC2=Nc2ccc(Cl)cc2)cc1 (stereo not drawn) | -2.1 | 11 | i |
